Bioassay records (PubChem)
MEX-5 binding = C. elegans MEX-5 TCR-2 RNA binding activity; MEX-5/FITC-TCR2 RNA binding, fluorescence polarization; active compounds read low; activity score (negative = inhibition of binding), % at 10 µM; Q9XUB2; 300,000 compounds, 0.38% hits;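 active = inhibition past about -25% in most replicates, and total fluorescence under double the plate's negative control median, limit read from the data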;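 note: 0% = DMSO and -100% = 5 µM competing unlabeled TCR2 RNA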
Bcl-xL primary = blocks human Bcl-xL binding to Bim BH3 peptide. 320,000 compounds, 0.7% hits. inhibition, % at 10.9 µM. GST-Bcl-xL / FITC-Bim BH3 peptide fluorescence polarization. AID 2129. Q07817;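 active = inhibition above the mean of all tested compounds plus 3 SD, cutoff set per campaign, cut at about 30% in these data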;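 note: 0% = DMSO wells and 100% = unlabeled Bim-BH3 peptide competitor; inhibitors lower millipolarization by displacing the labeled peptide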
Fam108B counter = blocks mouse Fam108B hydrolase in RBBP9 counter-screen; inhibition, % at 9.51 µM; AID 1947; recombinant Fam108B, FP-Rh probe fluorescence polarization; 300,000 compounds, 0.33% hits;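 active = inhibition above the screen mean inhibition plus 3 SD, computed separately per campaign, cut at about 18% in these data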;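 note: inhibitors lower polarization as less probe binds the enzyme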
GLD-1 RNA inh = GLD-1-TGE RNA interaction inhibition (C. elegans); Q17339; purified GLD-1 + fluorescein TGE RNA, fluorescence polarization; inhibition, % at 5.96 µM; 320,000 compounds, 0.44% hits; AID 2280;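 active = percent inhibition above a per-plate cutoff, the plate mean of test compounds plus 3 SD, cut at about 30% in these data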;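 note: 0% = DMSO wells with GLD-1 and probe and 100% = wells lacking GLD-1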
Target sequence (Q17339 whole entry, looked up): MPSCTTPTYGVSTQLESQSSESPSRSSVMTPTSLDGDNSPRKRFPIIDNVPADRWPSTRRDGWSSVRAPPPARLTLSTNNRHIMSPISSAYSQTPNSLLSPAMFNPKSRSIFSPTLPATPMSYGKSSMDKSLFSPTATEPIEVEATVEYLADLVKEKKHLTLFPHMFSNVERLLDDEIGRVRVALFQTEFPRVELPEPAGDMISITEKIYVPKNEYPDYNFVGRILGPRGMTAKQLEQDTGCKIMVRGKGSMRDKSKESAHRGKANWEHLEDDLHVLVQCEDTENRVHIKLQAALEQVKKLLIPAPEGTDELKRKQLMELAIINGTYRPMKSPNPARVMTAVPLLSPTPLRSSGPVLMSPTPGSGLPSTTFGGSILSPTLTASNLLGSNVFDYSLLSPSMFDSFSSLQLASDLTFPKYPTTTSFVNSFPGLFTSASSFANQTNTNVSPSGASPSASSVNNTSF
pPAFAH FP inh = pPAFAH (human) enzyme inhibition; Q13093; 330,000 compounds, 1.5% hits; inhibition, % at 3.39 µM; recombinant pPAFAH, FP-rhodamine probe fluorescence polarization;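 active = inhibition above the mean inhibition across the screen plus 3 SD, cut at about 25% in these data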;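 note: inhibitors block binding of the rhodamine activity-based probe so polarization drops; 0% = enzyme with DMSO and 100% = wells lacking pPAFAH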
PME-1 primary = blocks human protein phosphatase methylesterase 1. Q9Y570. recombinant PME-1, FP-Rh probe fluorescence polarization. inhibition, % at 5.9 µM. 320,000 compounds, 0.53% hits. AID 2130;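 active = inhibition above the campaign mean of all compounds plus 3 SD, cut at about 26% in these data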;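 note: competitive labeling of PME-1 active site by serine hydrolase directed probe; 0% = PME-1 with DMSO and 100% = wells lacking PME-1 enzyme; inhibitors block probe labeling so polarization falls and inhibition rises; many of its hits are not listed in these tables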
MCL1-BIM inh = MCL1-BIM-BH3 interaction inhibition (human). Q07820. GST-MCL1 / FITC-Bim-BH3 fluorescence polarization. inhibition, % at 10.9 µM. 320,000 compounds, 0.68% hits. AID 2057;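 active = inhibition above the mean inhibition of all tested compounds plus 3 SD, set per campaign, cut at about 40% in these data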;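 note: 0% = DMSO wells and 100% = unlabeled Bim-BH3 peptide control; higher means more loss of mP so more displacement of Bim peptide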
Target sequence (Q07820 whole entry, looked up): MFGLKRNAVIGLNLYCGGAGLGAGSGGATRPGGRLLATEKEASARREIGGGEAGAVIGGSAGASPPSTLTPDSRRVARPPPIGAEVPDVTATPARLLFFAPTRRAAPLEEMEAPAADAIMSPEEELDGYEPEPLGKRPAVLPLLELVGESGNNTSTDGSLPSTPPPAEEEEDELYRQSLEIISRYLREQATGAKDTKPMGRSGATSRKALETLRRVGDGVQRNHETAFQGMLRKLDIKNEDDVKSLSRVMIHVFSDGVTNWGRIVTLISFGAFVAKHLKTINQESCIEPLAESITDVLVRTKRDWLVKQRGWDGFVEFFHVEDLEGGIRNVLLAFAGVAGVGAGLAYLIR
AHR activator = activates the human aryl hydrocarbon receptor | P35869 | AHR-responsive luciferase reporter cells, luminescence | activation, % at 5 µM | 320,000 compounds, 2.5% hits | AID 2796; in the data active = activation above about 47%;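 note: 0% = vehicle wells and 100% = reference agonist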
PAFAH1B2 FP inh = blocks human PAF acetylhydrolase 1b catalytic subunit 2; inhibition, % at 3.39 µM; 340,000 compounds, 1.2% hits; AID 492953; recombinant PAFAH1B2, FP-rhodamine activity probe, fluorescence polarization;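 active = inhibition above the mean of all tested compounds plus 3 SD, cut at about 24% in these data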;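 note: 0% = enzyme with DMSO and 100% = wells lacking PAFAH1B2; many of its hits are not listed in these tables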
Target sequence (P68402 whole entry, looked up): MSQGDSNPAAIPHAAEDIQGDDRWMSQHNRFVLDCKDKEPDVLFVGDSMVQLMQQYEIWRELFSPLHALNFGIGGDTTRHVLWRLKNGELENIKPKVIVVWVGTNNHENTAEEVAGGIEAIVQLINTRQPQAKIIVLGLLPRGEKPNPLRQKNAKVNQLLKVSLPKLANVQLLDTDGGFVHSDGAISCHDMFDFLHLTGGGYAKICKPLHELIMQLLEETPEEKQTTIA
* = called active by the depositor; · = not tested or not shown.

Structure	MEX-5 binding	Bcl-xL primary	Fam108B counter	GLD-1 RNA inh	pPAFAH FP inh	PME-1 primary	MCL1-BIM inh	AHR activator	PAFAH1B2 FP inh
CCc1ccc(C2C(C#N)=C(N)N(N3CCOCC3)C3=C2C(=O)CC(C)(C)C3)s1 (stereo unspecified)	1.9	8	0	-2	-3	6	6	-1	-2
COc1ccccc1CSc1ncc(-c2ccc([N+](=O)[O-])cc2)[nH]1	-0.4	-18	-1	5	13	9	-47	-4	6
COc1ccc(-c2ncncc2-c2ccccc2)c(O)c1	-2.2	4	-2	-2	1	0	-1	14	6
COc1ccc(S(=O)(=O)N2CCC(C(=O)NCCCN3CCOCC3)CC2)cc1	0.8	-1	1	-7	4	4	7	0	11
CCn1c(O)c(C=Nc2ccccc2)sc1=O	-2.4	0	1	2	0	0	-6	5	10
CN(c1ccccc1)S(=O)(=O)c1cccc(NC(=O)c2ccc(=O)[nH]c2)c1	·	0	·	3	-2	5	-8	1	-4
O=C(COC(=O)Cc1ccc(Cl)cc1)Nc1ccc2[nH]c(=O)[nH]c2c1	-1.0	-10	2	4	5	5	-11	7	10
CCC(C)N(C)C1CCN(C(=S)Nc2ccc(OC)cc2)CC1 (stereo unspecified)	0.9	3	0	3	-2	-16	1	6	6
CCOc1ccc(CCNC(=O)CN2C(=O)NC3(CCCC3)C2=O)cc1OCC	1.7	-24	-9	-4	-5	-2	-33	1	0
Cc1cccc(C(=O)NCC(=O)N(C)CC(=O)Nc2ccc(N3CCOCC3)cc2)c1	-3.0	9	-1	3	6	0	7	4	-2
CCOC(=O)N1CCN(C(=O)COc2ccc(S(=O)(=O)NC(C)C)cc2)CC1	-0.7	0	-3	6	8	7	-4	-1	9
Cc1nc(C2CC(=O)OC23CCCCC3)cs1 (stereo unspecified)	2.4	2	-2	-1	0	2	4	-2	7
O=[N+]([O-])c1ccc(Oc2cnc3ccccc3n2)cc1	1.5	3	0	8	2	-3	3	-8	0
CCOC(=O)CC(=O)CSc1nc(N)c(C#N)c(-c2ccc(Cl)cc2)c1C#N	-1.9	-8	-3	-14	20	-1	-29	6	2
COc1cccc(CNS(=O)(=O)c2ccc3c(c2)CC(C)N3C(=O)C2CCC2)c1 (stereo unspecified)	-0.8	7	-2	2	6	21	2	-1	6
FC(F)(F)c1cc(-c2ccc(Cl)cc2)nc2ncnn12	-1.5	8	1	0	4	3	-7	-2	2
CCOc1cccc(C(=O)N(Cc2cccc(F)c2)C2CCS(=O)(=O)C2)c1 (stereo unspecified)	-0.9	3	-2	-5	4	-3	0	0	1
COc1ccc(NC(=O)COC(=O)Cc2ccccc2[N+](=O)[O-])cc1OC	0.1	2	0	6	1	1	5	1	7
CCn1c(CNC(=O)c2cccs2)n[nH]c1=S	1.7	0	2	-3	4	1	-8	4	4
CC1CCC(C(C)C)C(OC(=O)COC(=O)c2cccn2C)C1 (stereo unspecified)	1.9	0	0	-1	4	-6	-10	8	5
CCN(CC)CCCNC(=O)c1cc(-c2ccccc2)c(N2CCCCC2)s1	0.2	3	-2	3	9	8	-1	1	11
O=C(CSc1nnc2scc(-c3ccccc3)n12)Nc1nsc(-c2ccc(Cl)cc2)n1	-1.1	1	-14	-7	-4	-1	3	-1	2
CCOc1ccccc1NC(=O)Nc1cccc(NC(C)=O)c1	1.2	3	5	-9	0	-1	-1	18	9
Cn1c(C(=O)c2ccccc2)nc2ccccc21	-3.1	2	1	1	1	-1	-4	7	2
C/C(CCc1ccccc1)=N\NC(=O)COc1ccccc1C	1.7	-8	4	11	4	-4	8	2	8
COc1cccc(N(C(=O)CNC(=O)c2ccco2)C(C(=O)NC2CCCCC2)c2ccncc2)c1 (stereo unspecified)	2.2	6	2	7	5	-7	0	0	9
COc1cc(NC(=O)c2cc(OC)c(OC)c(OC)c2)c(OC)cc1NC(=O)CN1CCCCC1	-1.2	5	0	2	5	6	4	-2	0
Cc1nc(C)c(C(=O)N/N=C/c2cc(Br)ccc2O)s1	-3.3	6	1	1	0	-1	6	14	2
[O-][n+]1c2cc(C(F)(F)F)ccc2c2n1CCN=C2c1ccc(Cl)cc1	-0.7	1	-1	3	10	3	-4	63*	-1
COc1ccc(C)cc1NC(=O)CSc1nc2scc(C)c2c(=O)[nH]1	-1.5	2	2	-2	12	5	1	4	-5
CCN1C(=O)C2(SC(NC(C)=O)=NN2C(C)=O)c2cc(C)ccc21 (stereo unspecified)	0.1	2	-1	1	2	0	4	1	-3
CCOC(=O)c1c(C)oc2ccc(OCc3cc(C(=O)OC)oc3C)cc12	0.1	0	-1	11	-6	-12	0	4	6
CCN(C(=O)CCS(=O)(=O)c1cccc2nonc12)c1ccc(C)c(C)c1	-2.7	4	-1	4	3	3	3	-7	3
Cc1coc(C)c1C(=O)CC1(O)C(=O)Nc2cc(Cl)cc(Cl)c21 (stereo unspecified)	-0.8	-5	-2	-4	-4	0	5	4	2
O=C(Cc1ccccc1)NNC(=O)Nc1cccc(Cl)c1	1.5	5	-2	0	3	-2	-4	3	3
COc1ccc(NC(=O)O/N=C/c2c(C)nn(C(C)(C)C)c2C)cc1	-1.5	5	2	-1	5	-14	1	-6	-1
Cc1onc(-c2ccccc2)c1C(=O)NCc1ccccc1F	1.9	3	2	0	1	-1	3	0	1
COc1ccc(CCN=C2SCC(=O)N2Cc2ccccc2)cc1OC	1.6	2	-2	6	4	-3	4	3	7
Cc1cc(CNC(=O)c2cccc3c2C(=O)c2ccc(-c4ccc(F)cc4OCc4ccccc4)cc2S3(=O)=O)c(C(F)(F)F)o1	·	·	·	-5	-11	·	·	1	-1
O=C(Nc1ccc(Oc2ccsc2C(=O)O)cc1)c1ccccc1	3.4	2	2	-1	-4	10	4	1	12
CCOC(=O)c1c(NC(=O)CN2CCN(C)CC2)sc(C(=O)Nc2ccccc2)c1C	4.2	-2	0	0	1	8	-3	16	3
Cc1nn(Cc2ccccc2Cl)c2sc(C(=O)NCc3ccc4c(c3)OCO4)cc12	-1.7	4	-20	1	-9	-19	0	6	-4
COc1ccccc1-c1coc2c(CN3CCN(CCO)CC3)c(O)ccc2c1=O	-0.5	4	3	5	2	-1	2	-1	0
CC(C)C1N(C(=O)N2CCOCC2)CCN1S(=O)(=O)c1ccccc1 (stereo unspecified)	-0.5	0	-2	1	3	-5	2	-1	3
CC(C)c1ccc(S(=O)(=O)N2CCN(C(=O)c3ccc(N4CCCC4)c([N+](=O)[O-])c3)CC2)cc1	1.5	-1	-2	-4	23	19	-6	-3	-5
Cc1cc(C)cc(N(C(=O)CNC(=O)c2ccco2)C(C(=O)NC2CCCCC2)c2cccnc2)c1 (stereo unspecified)	1.2	0	3	2	-2	2	5	0	3
CCOC(=O)c1cc2c(C)[nH]c(C)c2cc(C(=O)OCC)c1=O	-1.0	5	-2	11	-5	3	1	2	·
C[C@@H]1CN([C@@H](C)CO)C(=O)c2cc(NS(C)(=O)=O)ccc2O[C@H]1CN(C)Cc1ccc(Oc2ccccc2)cc1	·	·	·	6	16	·	·	0	9
O=C(NNC(=O)c1cccs1)c1cccnc1	-1.3	3	2	4	4	-3	-1	0	4
Cn1c2c(c(=O)n(C)c1=O)C(c1ccc(Br)cc1)Nc1ccccc1O2 (stereo unspecified)	0.1	4	1	-2	-2	7	5	4	-3

(more compounds)
Structure	MEX-5 binding	Bcl-xL primary	Fam108B counter	GLD-1 RNA inh	pPAFAH FP inh	PME-1 primary	MCL1-BIM inh	AHR activator	PAFAH1B2 FP inh
COc1ccc(C2CCCN2C(=S)Nc2ccc(C)cc2C)cc1OC (stereo unspecified)	-1.2	0	-1	1	0	4	4	0	4
Cc1ccc(C)c(NC(=O)CCn2cnnn2)c1	-0.2	0	-3	9	-8	-4	22	1	0
CS(=O)(=O)N(Cc1nc(-c2ccc(F)cc2)no1)c1ccccc1Cl	·	0	4	6	6	4	1	-5	-1
CCN(CC(=O)Nc1cccc(OC)c1)CC(=O)Nc1ccc(Br)c(C)c1	1.5	6	-1	3	-1	1	1	9	4
CCC(Oc1ccccc1)C(=O)Nc1ccc(C)c(S(=O)(=O)N2CCOCC2)c1 (stereo unspecified)	1.8	-1	-1	8	1	3	-6	0	3
COc1cccc(N2CC(=O)N(NC(=O)CSc3nc(C)cc(C)c3C#N)CC2=O)c1	3.1	1	4	4	6	-10	-2	6	2
Cn1c(=O)n(C)c2cc(C(=O)O)ccc21	-0.1	5	-3	11	6	-11	-6	-2	7
O=C(Nc1ccccc1N1CCCCC1)c1ccc(OC(F)F)cc1	-2.1	2	1	-1	-1	-7	5	1	10
CC(=O)Nc1ccc(SCc2c(C)noc2C)cc1	1.1	2	-4	7	2	-3	6	1	1
N#Cc1ccc(C(=O)Nc2nc3ccccc3[nH]2)cc1	-2.6	0	-3	-3	1	-1	-2	-4	2
CN(C)S(=O)(=O)n1cc(/C=C(\NC(=O)c2ccccc2Cl)C(=O)NCCCN2CCOCC2)c2ccccc21	0.9	1	0	2	3	-2	3	-1	-1
O=C1C(=O)N(c2cccc(Cl)c2)C(c2ccccc2[N+](=O)[O-])/C1=C(\O)c1ccccc1 (stereo unspecified)	-1.9	3	-4	10	6	2	-2	20	2
O=C1C[C@@H](c2ccc(O)cc2)Oc2cc(O)cc(O)c21	3.1	2	7	-3	-9	3	6	-4	6
CC(=O)c1ccc(S(=O)(=O)NCc2ccc(C(=O)NCC(c3ccccc3)N(C)C)cc2)cc1 (stereo unspecified)	-1.1	4	-6	-11	4	-3	-6	-1	3
CN(CC(=O)Nc1ccc(Cl)cc1)C(=O)c1cccc(S(=O)(=O)N2CCN(Cc3ccccc3)CC2)c1	0.7	3	-1	5	1	-5	2	2	0
CCCNS(=O)(=O)c1ccc(OCC(=O)N2CCOCC2)cc1	-2.2	0	-5	-1	3	0	-1	0	3
COc1ccc(NC(=O)CNC(=O)Cc2ccccc2)cc1OC	-0.8	1	1	6	2	0	0	11	3
CCOc1ccc(S(=O)(=O)NCCC(=O)OCC(=O)Nc2cc(C)on2)cc1	0.2	-1	-1	-1	14	0	-5	12	-1
Cc1oc(-c2ccc(Cl)cc2)nc1CN1CCC(C(=O)NCCCN2CCCC(C)C2)CC1 (stereo unspecified)	3.1	8	0	1	1	-1	7	0	-1
O=C(NC1CCCCC1)c1nc2c(nnn2Cc2ccccc2Cl)c(=O)[nH]1	1.2	0	-6	2	0	-2	8	1	9
O=C(CSc1nc2c(cnn2-c2ccc(F)cc2)c(=O)[nH]1)N1CCOCC1	·	2	0	0	1	-4	1	0	2
Cc1cnc(C(=O)NNC(=O)c2ccc(Br)cc2)cn1	-41*	-1	-1	6	-1	-4	-6	-1	5
CN(C)S(=O)(=O)c1cccc(NC(=O)COC(=O)c2cc(-c3cccc(Br)c3)nc3ccccc23)c1	1.2	-2	31*	5	6	5	-6	2	-10
O=C(NCC1CCCCC1)c1ccc(Cl)c(S(=O)(=O)N2CCOCC2)c1	·	-2	·	-2	-1	4	-4	2	4
CSc1nc(C)cc(Oc2ccc(=O)[nH]n2)n1	-1.9	2	1	1	4	1	4	0	2
O=C(NCc1nc(-c2ccccc2)cs1)c1ccccc1	0.3	-1	4	3	-10	1	-2	-2	0

The list is partial (hit frequency here may not be typical).
